CSN inh: inhibitors of human CSN-mediated cullin deneddylation | Purified CSN, SCF-Nedd8-OG deneddylation, fluorescence polarization | inhibition, % at 12.5 µM | hit rate 0.38% among 360,000 | AID 651999;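 active means pattern-corrected inhibition above about 35%, with an unprinted fluorescence ratio check between 0.5 and 1.5, limit read from the data, passing the limit was not always enough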;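 further: 0% = enzyme with substrate and 100% = substrate without enzyme; some results filed as inactive read as strong as hits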
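Schedule: reaction 90 min, room temperature / Assay system: HEK293T-derived human Csn5 enzyme / Input: Csn5 at 0.24 nM final / Measure: inhibition of Csn5 cleavage, % / Control set: substrate-only high control, full reaction low control / Technique: fluorescence polarization of the substrate / Buffer or medium: Tris/NaCl/DTT buffer, pH 7.5 / Reagent: SCFSkp2-Nedd8OG substrate at 10 nM final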
Neddylation inh: cullin neddylation inhibition. TR-FRET cullin neddylation, biochemical. calls only at 25 µM. P61081+Q13564. hit rate 0.58% among 360,000; in the data active means inhibition above about 36%
MLLE-PAM2 inh: blocks PAM2 peptide binding to the PABP1 MLLE domain. inhibition, % at 20 µM. hit rate 0.36% among 360,000. AID 588489. GST-MLLE / FITC-PAM2 fluorescence polarization; in the data active means inhibition above about 35%, passing the limit was not always enough;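 further: plate controls were DMSO wells with GST-MLLE for no effect and wells lacking GST-MLLE protein for full effect; some results filed as inactive read as strong as hits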
MsrA inhibitor: inhibitors of bovine MsrA; purified bovine MsrA, absorbance read-out; inhibition, % at 15.5 µM; hit rate 0.75% among 360,000; in the data active means inhibition above about 4.5%;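 further: 0% = vehicle wells with enzyme and 100% = reference inhibitor wells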
Rin1-Abl PPI inh: blocks binding of human Rin1 to Abl; P00519+Q13671; hit rate 0.4% among 360,000; TR-FRET Rin1/Abl binding, biochemical; inhibition, % at 7.35 µM; AID 588664; in the data active means inhibition above about 5%, passing the limit was not always enough
MsrA act: bovine methionine sulfoxide reductase A activation. purified bovine MsrA, absorbance read-out. activation, % at 10.6 µM. hit rate 0.3% among 360,000; in the data active means activation above about 7.5%;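 further: 0% = vehicle and 100% = reference activator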
E coli Lon inh: inhibitors of E. coli Lon protease | P0A9M0 | purified E. coli Lon protease, fluorescence polarization | inhibition, % at 7.94 µM | hit rate 0.42% among 360,000 | AID 602123; in the data active means inhibition above about 13%, passing the limit was not always enough;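 further: 0% = enzyme with probe and DMSO and 100% = no enzyme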
TbMetRS inhib: blocks T. brucei methionyl-tRNA synthetase activity. purified T. brucei MetRS, ATP depletion, Kinase-Glo luminescence. inhibition, % at 11.9 µM. hit rate 0.4% among 360,000. AID 624268;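 active means inhibition above a per-plate cutoff of the control wells' mean inhibition plus 3 SD, cut at about 5.5% in these data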;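 further: 0% = DMSO wells median and 100% = median of wells with control inhibitor compound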
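Assay system: T. brucei methionyl-tRNA synthetase, purified | Medium: HEPES buffer with MgCl2, KCl, DTT, spermine, BSA, pyrophosphatase | Compound: 11.9 µM single point | Incubation: 15 min enzyme-compound preincubation, 2 h reaction, 10 min detection, 25 °C | Measured by: Kinase-Glo luciferase luminescence reporting remaining unconsumed ATP | Measure: % inhibition normalized to control-well medians | Replication: Singlicate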
FAS-TE inh: inhibitors of human fatty acid synthase thioesterase domain. P49327. recombinant FAS-TE, OMFH fluorogenic substrate, fluorescence endpoint. inhibition, % at 15 µM. hit rate 0.67% among 360,000. AID 602261;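 active means compounds whose normalised, plate-corrected inhibition of enzyme fluorescence in the single-dose primary screen is 50% or more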;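 further: 0% = DMSO with enzyme and 100% = substrate without enzyme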
* hit, by the source's call; i = inactive; . = no result given; + = active, no number.

SMILES | CSN inh | Neddylation inh | MLLE-PAM2 inh | MsrA inhibitor | Rin1-Abl PPI inh | MsrA act | E coli Lon inh | TbMetRS inhib | FAS-TE inh
O=C(O)CCCC(=O)OCc1c(-c2ccccc2)ncc2ccccc12 | -1.2 | i | -2.5 | 2.0 | 3.9 | -1.9 | -1.6 | -0.2 | -9.9
O=c1c(-c2cccnc2)nc2ccccc2n1C(c1ccccn1)c1nc2ccccc2[nH]1 (centres undefined) | 5.5 | + | . | 2.8 | . | . | . | -0.4 | .
Cc1[nH]c2c(C)cccc2c(=O)c1Br | -1.0 | i | 2.9 | 0.2 | 1.6 | -3.3 | -1.4 | -0.3 | -10.6
COc1ccccc1OCC(=O)Nc1ccc(-c2nnc(-c3ccco3)o2)cc1 | 3.0 | i | 6.4 | -1.1 | 0.4 | -1.9 | -5.0 | -0.5 | 0.6
CCOc1ccc(Br)cc1S(=O)(=O)NCC(c1ccc(OC)cc1)N1CCOCC1 (centres undefined) | -2.6 | i | -1.6 | 0.3 | 2.2 | -2.6 | 9.7 | -0.5 | 9.6
CCCCCOc1ccc(/C(C)=N/NC2=NCCN2)cc1 | -3.7 | i | 12.6 | -0.5 | -1.1 | 0.4 | -8.4 | -0.3 | -140.7
COc1ccc(S(=O)(=O)N2CCC(C(=O)NCc3cccnc3)CC2)cc1C | 3.0 | i | 6.3 | -1.3 | -6.6 | -2.6 | -0.3 | -0.3 | -3.2
Cc1cc(C)nc(NS(=O)(=O)c2ccc(NC(=O)Cc3ccccc3)cc2)n1 | -7.2 | i | -7.3 | -0.8 | -1.8 | -4.8 | 10.7 | -0.5 | -1.6
CCOc1ccc(C(O)Cc2nc3ccccc3n2C)cc1 (centres undefined) | -3.0 | i | -1.7 | -0.8 | 0.1 | -2.0 | 4.5 | -0.1 | -7.4
Cc1cc(C(C#N)c2ccc(Cl)cc2)c(Cl)cc1NC(=O)c1cc(I)cc(I)c1O (centres undefined) | 12.2 | i | -95.0 | 2.6 | -4.6 | -8.1 | -5.2 | -1.7 | 57.2*
O=C(Nc1cccc(O)c1)c1ccc(C(F)(F)F)cc1 | -4.1 | i | -7.1 | 2.3 | -3.4 | -1.7 | -2.4 | -0.6 | -0.6
C=CCN(CC=C)C(=O)C1CCN(S(=O)(=O)c2ccc(N3CCCC3=O)cc2)CC1 | 0.9 | i | 3.3 | 0.0 | 6.0 | -2.7 | 2.3 | 0.3 | -1.5
OCC1OC(n2cnc3c(N4CCCCC4)ncnc32)C(O)C1O (centres undefined) | -2.1 | i | -10.2 | -0.4 | 6.1 | -0.4 | -9.4 | -0.3 | -5.9
O=C(Nc1cc(C(F)(F)F)ccc1-n1cncn1)c1ccc(F)cc1Cl | -3.4 | i | -1.2 | -0.3 | -1.6 | -1.3 | 2.1 | -0.2 | -1.0
O=C1CSC(=O)N1CCOCCN1C(=O)CSC1=O | 1.2 | i | 3.9 | 0.2 | -1.1 | -1.3 | 14.0 | 0.1 | -6.6
Cc1cccc(C(=O)Nc2nnc(-c3ccc(C(C)(C)C)cc3)s2)c1 | -2.1 | i | -1.1 | 0.3 | 1.4 | -6.3 | 3.6 | -0.5 | -10.6
Cc1c(C(=O)NCc2ccc(F)cc2)sc(=O)n1Cc1ccc(C(=O)c2ccccc2)cc1 | -0.3 | i | -18.9 | -0.1 | -1.9 | -4.4 | 1.7 | -0.4 | 19.9
O=C(N/N=C/c1ccc(N2CCOCC2)o1)c1cccc(C(F)(F)F)c1 | 7.6 | i | 18.3 | 0.0 | -1.6 | -4.7 | -3.8 | -0.4 | -4.9
COc1ccc(CCNC(=O)c2cc3c(=O)n(C)c4ccccc4c3n2C)c(OC)c1 | -2.6 | i | -1.7 | -0.2 | -3.6 | -3.4 | -2.0 | -0.5 | 6.0
O=[N+]([O-])c1ccc(Cl)cc1N/N=C/c1ccncc1 | 0.0 | i | -0.8 | 1.1 | -1.2 | -4.2 | -11.0 | -2.4 | 0.3
Cc1cccnc1NC(=O)CCc1nnc2ccc(NCc3ccco3)nn12 | 0.5 | i | 11.3 | 0.5 | 0.7 | -0.4 | -1.9 | -0.4 | -2.2
COc1cccc2c3c(c(=O)[nH]c12)CC(C)(C)O3 | -1.8 | i | 1.8 | -0.6 | 1.8 | -4.3 | 1.6 | -1.1 | -7.6
CCCCN1C(=O)C(CC(=O)NCCc2ccccn2)CC(C(=O)N(C(C)C)C(C)C)=C1C (centres undefined) | -0.8 | i | -6.6 | 0.4 | -2.2 | -10.9 | -6.2 | -1.5 | -11.1
Cc1nn(C)c(C)c1NS(=O)(=O)c1c(C)n[nH]c1C | 1.5 | i | -6.8 | -0.1 | 1.9 | -1.5 | -6.1 | -0.2 | -8.1
Cc1oc(-c2ccccc2)cc1C(=O)NCc1ccncc1 | -1.7 | i | -2.2 | 0.4 | 1.7 | -7.9 | -1.9 | -0.6 | -5.0
O=C(Nc1ccc2ncccc2c1)c1ccccc1Br | 3.5 | i | 12.1 | . | -0.5 | -0.4 | -6.0 | -0.1 | 4.6
Cc1nn(C(=O)CCC(=O)NCc2cccc(F)c2)c2ccccc12 | 1.6 | i | 23.8 | -0.8 | 3.4 | -1.2 | -1.8 | -0.3 | -2.6
COC(=O)c1ccc(OC(=O)C2CC(=O)N(c3ccc(C)cc3C)C2)cc1 (centres undefined) | 2.3 | i | 11.8 | -0.8 | 1.7 | -1.3 | -0.1 | -0.4 | 28.2
O=C(CSc1nnc(-c2cccs2)n1-c1ccccc1)NCc1ccco1 | -2.5 | i | -23.5 | -0.2 | 2.4 | -4.8 | 3.3 | -2.1 | -3.3
Cc1cc2n(n1)C(c1cn(-c3ccccc3)nc1C)Nc1ccccc1-2 (centres undefined) | 0.4 | i | 0.1 | 0.0 | 2.0 | -0.7 | -14.4 | -0.2 | 19.8
Cc1ccc(N2CC(C(=O)NCCc3ccc(S(N)(=O)=O)cc3)CC2=O)cc1 (centres undefined) | 1.1 | i | -15.7 | 0.6 | 3.4 | -5.6 | 5.0 | -1.0 | -3.3
CC1CCCC(C)N1CC(O)COc1c(F)cc(Br)cc1F (centres undefined) | 3.0 | i | -1.1 | -1.2 | 5.0 | -0.3 | -4.2 | -0.1 | -1.3
COC(=O)C(C#N)(CCC(=O)c1ccccc1)CCC(=O)c1ccccc1 | 1.9 | i | -3.6 | 0.9 | 4.3 | -2.0 | -0.5 | -0.1 | 21.6
O=C(NC1CCCC1)C1C(c2ccc(C(F)(F)F)cc2)=Nc2ccccc2N1C(=O)c1cccc(C(F)(F)F)c1 (centres undefined) | -7.6 | . | . | 0.3 | . | . | . | -0.7 | .
COc1ccc(C2C=C(c3ccc(C)c(C)c3)Nc3ncnn32)c(OC)c1OC (centres undefined) | -1.4 | . | 13.3 | 1.4 | -0.7 | -0.8 | 11.2 | 0.0 | 2.6
COc1nc(C)nc2c1sc(=S)n2C | 2.6 | i | -4.5 | -1.3 | 0.2 | -12.1 | -2.6 | -0.8 | 3.3
CCN(CC)S(=O)(=O)c1cccc(C(=O)NCCCN2CCOCC2)c1 | -1.9 | i | -4.7 | -0.1 | 2.6 | -3.0 | 0.9 | 0.0 | -1.7
CCc1[nH]nc(C(=O)NC2CCCN(Cc3ccccc3F)C2)c1C (centres undefined) | -3.6 | i | -1.3 | -0.1 | -4.0 | -2.5 | -6.1 | 0.5 | -0.6
Cc1cc(C)n(-c2nc3c(c(=O)n(C)c(=O)n3C)n2Cc2cccc(Br)c2)n1 | 5.5 | i | 10.9 | -1.0 | -0.1 | 1.9 | 0.5 | -0.5 | -0.1
COc1ccc(OC)c(NC(=O)c2cc(-c3cc(C)cc(C)c3O)n[nH]2)c1 | 3.3 | i | 6.2 | 0.1 | 3.7 | -3.8 | 0.3 | -0.3 | 3.4
CCOC(=O)c1c(-c2cccs2)csc1NC(=O)c1ccncc1 | 3.8 | i | 4.9 | -1.3 | -4.5 | -1.2 | -8.1 | -0.8 | -4.0
Cc1cc(C)c(C#N)c(SCc2nc3ccccc3c(=O)[nH]2)n1 | -7.2 | i | 7.1 | 1.6 | 2.4 | -10.0 | -5.8 | -0.4 | 17.7
CCOC(=O)C1CCCN(c2c(NCCCN(CC)c3ccccc3)c(=O)c2=O)C1 (centres undefined) | 0.1 | i | -1.1 | -1.5 | -1.5 | -7.1 | 4.7 | -0.2 | -4.8
O=C(CN1CCN(CC(=O)Nc2ccc3c(c2)OC2(CCCCC2)O3)CC1)Nc1cccc(F)c1 | 1.9 | i | 0.9 | 0.6 | 2.4 | -3.4 | -16.9 | 0.0 | 29.6
CC(C)CCN1CCN(C2CSCCSC2)CC1CCO (centres undefined) | 7.9 | i | -6.9 | 0.3 | 0.2 | -10.4 | 16.7 | -1.3 | -5.8
O=C(c1ccc(Cl)nc1)N1CCN(S(=O)(=O)c2ccc3c(c2)OCCO3)CC1 | 2.6 | i | -14.1 | 0.0 | -3.0 | -1.9 | -2.9 | 0.0 | 0.4
Cc1ccc(C(=O)Nc2ccc3nc(C)sc3c2)s1 | -6.8 | i | -6.4 | 0.2 | 1.8 | -2.1 | 2.6 | 0.1 | -6.4
CCOc1ccccc1NC(=O)N1CCCC(c2nc3c(nnn3Cc3ccc(C)cc3)c(=O)[nH]2)C1 (centres undefined) | 3.3 | i | 4.8 | 1.2 | -4.9 | -1.2 | 9.2 | 0.1 | 11.6
C/C(=N\NC(=O)c1nnn(-c2nonc2N)c1COc1ccc(F)cc1)c1ccc(Cl)cc1 | -9.2 | i | 0.7 | -0.3 | -1.7 | -3.6 | -1.7 | -0.9 | 5.0
CCCCOc1ccccc1NC(=O)c1ccc(=O)[nH]c1 | 1.6 | i | -1.4 | 0.7 | 0.5 | -4.1 | 3.8 | -0.1 | -9.0
O=C(Cc1cccc(NC(=O)C2CCCN(C(=O)C3CC3)C2)c1)Nc1ccc(C(=O)N2CCCCC2)cc1 (centres undefined) | 1.2 | i | 2.3 | -0.3 | 3.7 | 2.6 | 4.5 | -0.5 | -9.1
Cn1c(CSCc2ccccc2Cl)nnc1SCC(=O)Nc1nccs1 | -1.6 | i | -9.2 | 0.4 | -1.2 | 0.2 | -4.0 | -0.4 | -6.8
Nc1ccccc1Oc1ccc2ccccc2c1 | 1.9 | i | -2.0 | 0.3 | -2.7 | -9.2 | -3.1 | -1.1 | 17.1
CN1CCN(c2nc3ccccn3c(=O)c2/C=C(\C#N)S(=O)(=O)c2ccccc2)CC1 | -5.0 | i | 20.5 | 0.0 | -1.6 | -0.6 | -0.8 | 0.1 | 3.3

4 entries already listed, ordered by SMILES length, largest number first.
SMILES | CSN inh | Neddylation inh | MLLE-PAM2 inh | MsrA inhibitor | Rin1-Abl PPI inh | MsrA act | E coli Lon inh | TbMetRS inhib | FAS-TE inh
CCOc1ccccc1NC(=O)N1CCCC(c2nc3c(nnn3Cc3ccc(C)cc3)c(=O)[nH]2)C1 (centres undefined) | 3.3 | i | 4.8 | 1.2 | -4.9 | -1.2 | 9.2 | 0.1 | 11.6
C/C(=N\NC(=O)c1nnn(-c2nonc2N)c1COc1ccc(F)cc1)c1ccc(Cl)cc1 | -9.2 | i | 0.7 | -0.3 | -1.7 | -3.6 | -1.7 | -0.9 | 5.0
Cn1c(CSCc2ccccc2Cl)nnc1SCC(=O)Nc1nccs1 | -1.6 | i | -9.2 | 0.4 | -1.2 | 0.2 | -4.0 | -0.4 | -6.8
CCCCOc1ccccc1NC(=O)c1ccc(=O)[nH]c1 | 1.6 | i | -1.4 | 0.7 | 0.5 | -4.1 | 3.8 | -0.1 | -9.0

Bioassay records deposited in PubChem by several laboratories.
